# CHT inh – inhibitors of human choline transporter CHT; Q9GZV3; CHT-expressing cells, membrane potential dye, choline response; stronger effect = lower value; B-score at 10 µM; 310,000 compounds, 0.86% hits;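 active = B-score over 3 SD under the library average, and starting fluorescence ratio not unusually high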;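 also: choline stimulus applied at its EC90 after an EC20 pre-addition; B-score computed on integrated fluorescence ratio after choline addition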
# Target sequence (Q9GZV3 whole entry, looked up): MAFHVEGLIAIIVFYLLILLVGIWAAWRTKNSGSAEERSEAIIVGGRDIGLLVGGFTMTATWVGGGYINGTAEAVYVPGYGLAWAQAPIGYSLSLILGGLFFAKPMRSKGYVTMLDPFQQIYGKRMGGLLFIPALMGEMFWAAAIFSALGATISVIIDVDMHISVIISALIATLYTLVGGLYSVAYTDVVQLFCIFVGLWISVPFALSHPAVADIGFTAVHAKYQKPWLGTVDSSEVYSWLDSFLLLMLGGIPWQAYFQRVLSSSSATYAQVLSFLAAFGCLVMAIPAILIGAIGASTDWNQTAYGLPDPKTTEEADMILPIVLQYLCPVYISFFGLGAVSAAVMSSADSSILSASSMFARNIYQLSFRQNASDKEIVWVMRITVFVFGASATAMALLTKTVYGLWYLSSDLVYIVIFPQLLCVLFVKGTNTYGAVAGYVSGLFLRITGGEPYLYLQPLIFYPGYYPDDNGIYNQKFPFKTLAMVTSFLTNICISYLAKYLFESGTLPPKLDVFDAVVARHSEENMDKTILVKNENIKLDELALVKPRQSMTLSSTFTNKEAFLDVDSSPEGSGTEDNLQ
# KCNQ2 block – KCNQ2 potassium channel inhibitors, primary screen, cell-based, CHO-K1, FluxOR thallium flux, B-score (AID 2156); O88943; 20 min; stronger effect = lower value; B-score at 10 µM; 310,000 compounds, 1.1% hits;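 active = fluorescence ratio B-score at most minus 3 library SDs, with starting brightness B-score within 2 library SDs, cut at about -5.5 in these data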
# An asterisk follows results filed as active; i = inactive; . = not tested or not shown.
SMILES,CHT inh,KCNQ2 block
CC1CCC(C(=O)NC(C(=O)N2CCc3ccccc3C2)C(C)C)CC1 (stereo not given),i,i
Cc1noc(C)c1CC(=O)N1CCCC(C(=O)c2ccc(C(C)(C)C)cc2)C1 (stereo not given),i,i
CCCc1nnc(NC(=O)CCC(=O)N2CCCCC2CC)s1 (stereo not given),i,i
CCN(CC)C(=O)C(=O)Nc1ccc(F)c(Cl)c1,i,i
CNc1c(NC(=O)C2CCC(C)CC2)c(=O)oc2ccccc12 (stereo not given),i,i
COc1ccc(-c2ccc3nnc(SCC(=O)N4CCCC4)n3n2)cc1,i,i
N/C(=N\OC(=O)C12CC3CC(CC(C3)C1)C2)c1ccccc1,i,i
Cc1cc(-c2ccc(C)c(S(=O)(=O)NCCN3CCC(C)CC3)c2)on1,i,i
COc1ccc(-c2cn3c(C)c(C(=O)Nc4cccc(NC(C)=O)c4)sc3n2)cc1,i,i
CC(c1cccnc1)N(CCN(C)C)C(=O)Nc1ccc(Cl)cc1 (stereo not given),i,i
CC1CN(S(=O)(=O)c2ccccc2)C(C)N1C(=O)N1CCOCC1 (stereo not given),i,i
COc1ccc(N=CC2=C(O)CCCC2=O)cc1,i,i
C/C(N)=C(/C#N)C(=O)CSc1nnc(C)n1-c1ccccc1,i,i
CCn1cnc2cc(NCc3ccncc3)ccc21,i,i
Cc1cc(Nc2cccc(F)c2)n2c(n1)nc1ccccc12,i,i
C[C@H](O)C(=O)C1=Nc2c(nc(N)[nH]c2=O)NC1,i,.
Cc1ccc(/C=N/NC(=O)CC2N=C(Cc3ccccc3)NNC2=O)cc1 (stereo not given),i,i
CCOc1ccc(-n2cnnn2)cc1S(=O)(=O)NC1CC1,i,i
Cc1ccc(-n2ncc3c(=O)n(Cc4cccnc4)cnc32)cc1,.,i
CC(=O)NS(=O)(=O)c1ccc(NC(=O)/C=C/c2ccccc2Cl)cc1,i,i
CC1CCc2cccc3c(O)cc(=O)n1c23 (stereo not given),i,i
CC(C)c1ccc(NC2CCCN(C(=O)c3cc(C(C)C)nc(N)n3)C2)cc1 (stereo not given),i,i
COc1ccc([N+](=O)[O-])cc1/C=N/NC(=O)Cc1ccccc1,i,i
O=C(NCCc1ccc([N+](=O)[O-])cc1)c1ccccc1,i,i

# Compound profiles (already shown):
# O=C(NCCc1ccc([N+](=O)[O-])cc1)c1ccccc1 is entered as CHT inh = i; KCNQ2 block = i
# Cc1ccc(/C=N/NC(=O)CC2N=C(Cc3ccccc3)NNC2=O)cc1 (stereo not given) is entered as CHT inh = i; KCNQ2 block = i

# (list continues)
SMILES,CHT inh,KCNQ2 block
Cc1cccc(NS(=O)(=O)c2ccc([N+](=O)[O-])cc2)n1,i,i
CCOC(=O)c1c(NC(=S)Nc2ccccc2)sc2c1CCCCC2,i,i
Cc1ccc(C)c(C(=O)NCc2ccncc2)c1,i,i
CCOc1cc(/C=N\Nc2nc(Nc3ccccc3)nc(N3CCOCC3)n2)ccc1OC(=O)c1ccco1,i,i
C=CCN(C(=O)c1ccccn1)C(C(=O)NCc1ccccc1)c1ccccc1F (stereo not given),i,i
Cc1ccccc1Cn1cc(NC(=O)COc2ccccc2)cn1,i,i
COc1cc2c(cc1OC)CN(C(=O)CCNS(=O)(=O)c1ccc(Br)cc1)CC2,i,i
CCOc1ccc(C(=O)N2CCN(c3ncccn3)CC2)cc1,i,i
CC(=O)Nc1ccc(NC(=O)C(c2ccccc2)c2ccccc2)cc1,i,i
C=CCOc1ccccc1/C=C/C(=O)O,i,i
COc1ccccc1CNC(=O)[C@H](Cc1c[nH]c2ccccc12)NC(=O)[C@@H]1Cc2ccccc2CN1,i,-6.79*
O=C(NCc1cccs1)C1CCCN(S(=O)(=O)c2cccc3cccnc23)C1 (stereo not given),i,i
O=C(CC(O)(C(F)(F)F)C(F)(F)F)Nc1ccc(Cl)c(Cl)c1,i,.
COc1ccc(S(=O)(=O)N2CCOC23CCN(S(=O)(=O)c2c(C)cc(C)cc2C)CC3)cc1,i,i
COc1cc2nc(CCc3ccccc3)oc(=O)c2cc1OC,i,i
Cc1ccc(-n2nc3c(c2NC(=O)C2CC2)CS(=O)(=O)C3)cc1C,i,i
CNC(=S)N/N=C/c1c(C)cccc1Cl,i,i
CSc1nc2c(c(=O)n1Cc1ccccc1)SC(C)C2 (stereo not given),i,i
CCNc1nc(NC(C)C)nc(NC(C)(C)C)n1,i,i
O=C(CCN1C(=O)[C@@H]2Cc3ccccc3CN2C1=O)NCc1ccccc1,i,i
CC(N=c1ccccn1C(=O)Nc1cccc(C(F)(F)F)c1)c1ccco1 (stereo not given),i,i
O=C(CSc1nnc(NC2CCCCC2)s1)NN1C(=O)NC2(CCCCC2)C1=O,i,i
COC(=O)c1ccc(-c2nc(O)c(C)s2)cc1,i,i
O=C(Nc1ccc(F)c(F)c1)c1oc2ccccc2c1NC(=O)C1CCCO1 (stereo not given),i,i
O=C(c1cccnc1Nc1ccccc1F)N1CCOCC1,i,i
CCn1cc(CN2CCC(n3nccc3NC(=O)CCCc3ccccc3)CC2)c(C)n1,i,i
CC1CCN(C(=O)c2cc3c(ccc4ccccc43)o2)CC1,i,i
CC(C)(C)OC(=O)NCCC(=O)N/N=C/c1cccc2nccnc12,i,i
O=C(O)CS(=O)CC(=O)Nc1cccc(C(F)(F)F)c1 (stereo not given),i,i
Cc1cccc2[nH]c(CN(C)C(=O)C3CCC(=O)N(C4CC4)C3)nc12 (stereo not given),i,i
O=C(COC(=O)CNC(=O)c1ccc(Cl)cc1Cl)NCC1CCCO1 (stereo not given),i,i
COc1nc(NC2CCCCC2)nc(NC(C)(C)C)n1,i,i
Nc1c(C(=O)NCc2ccco2)sc2nc3c(cc12)C(=O)CCC3,i,i
Cc1ccccc1-n1nc(C)c2cc(C(=O)N3CCN(S(=O)(=O)c4ccc(F)cc4)CC3)sc21,i,i
CCOC1(C(F)(F)F)NC(=O)N(Cc2ccc(OC)cc2)C1=O (stereo not given),i,i
COCCCC1CCN(C(=O)C2CCC(=O)N(C3CCCCCC3)C2)CC1 (stereo not given),i,i
CCOc1ccc(CN2CCNC(=O)C2CC(=O)NCCc2nc(C)c3c(n2)CCC3)cc1 (stereo not given),.,i
Cc1cc(C)nc(SCc2cc(=O)c(OC(=O)c3ccc(S(=O)(=O)N4CCCC4)cc3)co2)n1,-7.24*,i
CC(C)(C)C1C=C(Sc2ccccc2)C(=O)O1 (stereo not given),i,i
O=C(Nc1ccccc1)N(CCN1CCOCC1)Cc1ccccc1F,i,i
COc1ccccc1OCC(=O)Nc1ccc2c(c1)OCCO2,i,i
O=C(Nc1ccc(F)cc1)c1cncs1,i,i
CCCNC(=O)C1CCC(CNS(=O)(=O)c2ccc3c(c2)N(C(C)=O)CCO3)CC1 (stereo not given),i,i
O=C(CCSc1nc(-c2ccco2)cc(C(F)(F)F)n1)Nc1ccc2c(c1)OCO2,i,i
CC(=O)NCC1CCCN(Cc2cn(-c3ccccc3)nc2-c2ccc3c(c2)OCO3)C1 (stereo not given),i,i
COc1ccc([C@@H]2Sc3cc(OC)ccc3N(CCN(C(C)C)C(C)C)C(=O)[C@H]2OC(C)=O)cc1,i,i
O=C(NNC(=O)c1cccs1)c1ccccc1,i,i
COC(=O)Cn1cnc2c(oc3ccccc32)c1=O,i,i
Cc1ccc(NC(=O)/C=C/C(=O)O)c([N+](=O)[O-])c1,i,i
O=C(CCn1c(=O)oc2ccccc21)Nc1ccc2c(c1)OCCO2,i,i
O=C(Oc1ccccc1)Oc1ccc2c(c1)oc(=O)c1ccccc12,i,i
CCn1[nH]c(=O)c(=Nc2c(C)n(C)n(-c3ccccc3)c2=O)cc1-c1ccc(Cl)cc1,i,i
CC(=O)c1cccc(N(CC(=O)Nc2cccnc2)S(C)(=O)=O)c1,i,i
Cc1cn(CCOc2ccc(Cl)cc2)c(=O)[nH]c1=O,i,i
COc1ccc(CN2CC(C(=O)NCc3ccc4c(c3)OCO4)CC2=O)cc1 (stereo not given),i,i
C=CCn1c(=O)c(CCC(=O)Nc2ccc(N3CCOCC3)cc2)nc2cc(C(F)(F)F)ccc21,i,i
C/C(=N\NC(=S)NCc1ccccc1)c1ccc2c(c1)OCCO2,i,i
O=C(Nc1ccc2nn(-c3ccccc3)nc2c1)c1ccc(Br)o1,i,i
Cc1ccc(-c2noc(Cn3nc(C(=O)O)c4ccccc4c3=O)n2)cc1,i,i
Cc1ccccc1N(C)C(=O)C1CCCN(c2ncnc3c2nc2n3CCCCC2)C1 (stereo not given),i,i
# Further results follow:
SMILES,CHT inh,KCNQ2 block
O=C(COC(=O)C1CC2C=CC1C2)NCCc1ccccc1 (stereo not given),i,i
CCCSC1=C(C#N)C(c2ccc(O)c(OC)c2)CC(=O)N1 (stereo not given),i,i
COc1ccc(C(=O)C2CCCN(C(=O)CCc3ccccn3)C2)c(C)c1 (stereo not given),i,i
Nc1nnc(SCC(=O)N2CCCCC2)s1,i,i
CCOC(=O)C(=CNc1ccc(C#N)cc1)C(=O)OCC,i,i
Cn1cc(CN2CCC(n3nccc3NC(=O)CCc3ccccc3)CC2)cn1,i,i
CCOC(=O)c1sc(NC(=O)CSc2nnnn2-c2ccc(C)c(C)c2)nc1C,i,i
CS(=O)(=O)c1ccc2nc(NC(=O)c3ccc(NS(=O)(=O)c4cccc([N+](=O)[O-])c4)cc3)sc2c1,i,i
COC(=O)C(NS(=O)(=O)c1cccc(S(=O)(=O)NC(C(=O)OC)c2ccccc2)c1)c1ccccc1 (stereo not given),i,i
CSC1=N/C(=C\c2ccc(C)s2)C(=O)S1,i,i
Oc1ccc(/C=N/Nc2nc(-c3cccnc3)nc3ccccc23)c(O)c1,i,i
Cc1occc1C(=O)Nc1nnc(-c2ccncc2)s1,i,i
CN(C)Cc1c(C(=O)N/N=C/c2ccncc2)nnn1-c1nonc1N,i,i
CCN(CC(=O)Nc1c(F)cccc1F)C(=O)CCSc1ccc(C)cc1,i,i
CCNS(=O)(=O)c1ccc(NC(=O)Cn2nc(C(F)(F)F)cc2C)cc1,i,i
Cc1ccc(Nc2nnc(C)c(=O)[nH]2)cc1,i,i
COCCCNC(=O)CCC(=O)NNc1nc2ccccc2c2nc(C)nn12,i,i
COc1ccccc1CCNS(=O)(=O)c1cc2c3c(c1)C(C)C(=O)N3CCC2 (stereo not given),i,i
Cc1cc(C(=O)NC2CCCc3ccccc32)ccc1[N+](=O)[O-] (stereo not given),i,i
CCOC(=O)Nc1nnc(-c2ccc(OC)c(OC)c2)s1,i,i
O=C(C1CCN(C2CCN(Cc3ccc4cc(F)ccc4n3)CC2)CC1)N1CCCC1,i,i
Cc1ccc(C)c(Cn2c(=O)n(C)c(=O)c3sccc32)c1,i,i
COc1ccc2c3c(cccc13)C(=O)N(O)C2=O,i,i
CCOC(=O)CC(NC(=O)Cc1ccccc1)c1ccccc1Cl (stereo not given),i,i
O=C(NC(=S)NCC1CCCO1)c1ccc(Cl)cc1Cl (stereo not given),i,i
Cc1ccc(C)c(OCC(=O)Nc2ccc(S(=O)(=O)Nc3ncccn3)cc2)c1,i,i
Cn1cc(SCC(N)=O)c2ccccc21,i,i
CCC(CC)NC(=O)CN(c1ccccc1OC)S(=O)(=O)c1cccs1,i,i
Cc1cc(-n2cc(Br)c(=O)[nH]c2=O)nc(-c2ccccc2)n1,i,i
COc1ccc(-c2csc3nc[nH]c(=O)c23)cc1OC,i,i
COc1ccc(-c2cc(C(F)F)n3ncc(C(=O)Nc4cccc(S(=O)(=O)N5CCOCC5)c4)c3n2)cc1,i,i
C=CCN1C(=O)c2ccccc2C1(O)Cc1ccccc1 (stereo not given),i,i
COc1ccc(C2=NOC(C)(c3nnc(-c4ccc(F)cc4)o3)C2)cc1 (stereo not given),i,i
FC(F)(F)c1ccccc1NC(=S)Nc1ccccc1,i,i
CCCN1CCN(CC(=O)Nc2nnc(CC)s2)CC1,i,i
O=C(OCC(=O)N1CCCC1)c1ccc(S(=O)(=O)Nc2ccccc2)cc1,i,i
CC1(C)OC(=O)C(=CNC(Cc2c[nH]c3ccccc23)C(=O)O)C(=O)O1 (stereo not given),i,i
COc1ccc2c(CC(=O)Nc3ccc(OC)nc3)coc2c1,i,i
C=CCSc1nc(N)c(C#N)c(-c2ccc(C)cc2)c1C#N,i,i
Cc1cccc(NC(=O)c2cc(-c3cccnc3)nc3c(C)cccc23)n1,i,i
COc1ccc(NC(=S)NNC(=O)Cn2nc(C(F)F)cc2C(F)F)cc1,i,i

# Rewritten with values ahead of the structure: entries from further up.
CHT inh,KCNQ2 block,mol
i,i,Cc1ccc(C)c(Cn2c(=O)n(C)c(=O)c3sccc32)c1
i,i,COc1ccc2c3c(cccc13)C(=O)N(O)C2=O
i,i,CCOC(=O)CC(NC(=O)Cc1ccccc1)c1ccccc1Cl (stereo not given)
i,i,O=C(NC(=S)NCC1CCCO1)c1ccc(Cl)cc1Cl (stereo not given)
i,i,Cc1ccc(C)c(OCC(=O)Nc2ccc(S(=O)(=O)Nc3ncccn3)cc2)c1
i,i,Cn1cc(SCC(N)=O)c2ccccc21
i,i,CCC(CC)NC(=O)CN(c1ccccc1OC)S(=O)(=O)c1cccs1
i,i,Cc1cc(-n2cc(Br)c(=O)[nH]c2=O)nc(-c2ccccc2)n1
i,i,COc1ccc(-c2csc3nc[nH]c(=O)c23)cc1OC
i,i,COc1ccc(-c2cc(C(F)F)n3ncc(C(=O)Nc4cccc(S(=O)(=O)N5CCOCC5)c4)c3n2)cc1
i,i,C=CCN1C(=O)c2ccccc2C1(O)Cc1ccccc1 (stereo not given)
i,i,COc1ccc(C2=NOC(C)(c3nnc(-c4ccc(F)cc4)o3)C2)cc1 (stereo not given)
i,i,FC(F)(F)c1ccccc1NC(=S)Nc1ccccc1
i,i,CCCN1CCN(CC(=O)Nc2nnc(CC)s2)CC1
i,i,O=C(OCC(=O)N1CCCC1)c1ccc(S(=O)(=O)Nc2ccccc2)cc1
i,i,CC1(C)OC(=O)C(=CNC(Cc2c[nH]c3ccccc23)C(=O)O)C(=O)O1 (stereo not given)
i,i,COc1ccc2c(CC(=O)Nc3ccc(OC)nc3)coc2c1
i,i,C=CCSc1nc(N)c(C#N)c(-c2ccc(C)cc2)c1C#N
i,i,Cc1cccc(NC(=O)c2cc(-c3cccnc3)nc3c(C)cccc23)n1
i,i,COc1ccc(NC(=S)NNC(=O)Cn2nc(C(F)F)cc2C(F)F)cc1

# Screens (PubChem)
